# Bioassay records from PubChem BioAssay.
# Plk1 PBD FP: Plk1 (human) PBD binding inhibition | Plk1 PBD phosphopeptide binding, fluorescence polarization | inhibition, %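 (tested at about 20 µM)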 | 97,000 compounds, 0.13% hits; in the data active = inhibition above about 34%, passing the limit was not always enough
# Target sequence (P53350 whole entry, looked up): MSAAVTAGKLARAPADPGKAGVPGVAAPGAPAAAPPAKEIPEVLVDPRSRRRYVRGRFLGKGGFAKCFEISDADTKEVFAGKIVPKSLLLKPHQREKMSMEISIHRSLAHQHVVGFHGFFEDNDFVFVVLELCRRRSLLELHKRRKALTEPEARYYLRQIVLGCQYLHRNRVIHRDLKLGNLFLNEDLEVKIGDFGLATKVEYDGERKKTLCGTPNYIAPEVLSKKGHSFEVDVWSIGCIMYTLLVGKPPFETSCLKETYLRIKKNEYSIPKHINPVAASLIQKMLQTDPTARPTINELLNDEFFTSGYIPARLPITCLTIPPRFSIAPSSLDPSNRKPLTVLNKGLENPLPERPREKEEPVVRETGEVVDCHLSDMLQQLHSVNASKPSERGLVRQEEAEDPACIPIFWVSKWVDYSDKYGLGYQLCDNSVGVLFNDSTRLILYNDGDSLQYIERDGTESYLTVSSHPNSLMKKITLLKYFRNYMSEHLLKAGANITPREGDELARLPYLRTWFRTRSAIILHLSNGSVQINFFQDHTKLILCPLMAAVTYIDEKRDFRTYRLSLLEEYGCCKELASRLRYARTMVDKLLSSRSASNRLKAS
# CYP2C19 inh: human CYP2C19 inhibition | P33261 | CYP2C19 Supersomes, luciferin-H EGE luminescence, 30 min | inhibition, % at 5 µM | 96,000 compounds, 21% hits;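 active = CYP2C19 inhibition above a set limit at 5 µM in the primary screen, cut at about 50% in these data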;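 also: plate controls were negative control wells for no effect and 2.5 mM tranylcypromine positive control for full effect; values of inactives mirror those of a sister screen read the other way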
# Target sequence (P33261 whole entry, looked up): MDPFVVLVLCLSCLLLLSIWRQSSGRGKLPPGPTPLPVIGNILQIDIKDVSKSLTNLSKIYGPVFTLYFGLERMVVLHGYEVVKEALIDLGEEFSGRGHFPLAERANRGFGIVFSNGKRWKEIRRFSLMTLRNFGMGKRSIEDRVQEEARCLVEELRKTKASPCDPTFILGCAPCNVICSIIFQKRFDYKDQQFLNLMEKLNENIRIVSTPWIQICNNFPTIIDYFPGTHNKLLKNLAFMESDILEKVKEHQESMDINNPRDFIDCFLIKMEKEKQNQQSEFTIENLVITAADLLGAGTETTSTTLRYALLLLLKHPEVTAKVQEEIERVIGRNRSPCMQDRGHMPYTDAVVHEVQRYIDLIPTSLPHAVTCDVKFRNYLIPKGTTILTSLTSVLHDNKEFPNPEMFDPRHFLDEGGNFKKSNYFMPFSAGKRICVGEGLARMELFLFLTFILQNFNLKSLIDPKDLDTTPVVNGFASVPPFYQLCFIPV
# EphB4 antag: blocks human EphB4 binding to ephrin-B2 | P54760 | EphB4 LBD / TNYL-RAW-Alexa532 peptide, fluorescence polarization | inhibition, % at 7 µM | 97,000 compounds, 0.15% hits | AID 720;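 active = inhibition above the screen-wide mean inhibition plus 3 SD, cut at about 15% in these data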;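 also: 0% = DMSO wells and 100% = excess unlabeled TNYL-RAW peptide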
# CYP2C19 act: activators of human cytochrome P450 2C19; P33261; recombinant CYP2C19, luciferin-H EGE luminescence; active compounds read high; 0 = fully inhibited enzyme, 1 = untreated enzyme; activation factor at 5 µM; 96,000 tested, under 10 active;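 active = activation factor of at least 2 at 5 µM in the primary screen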;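 also: 0 = wells with 2.5 mM tranylcypromine and 1 = vehicle-only wells; values of inactives mirror those of a sister screen read the other way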
# CYP2C9 activ: activators of human CYP2C9; P11712; recombinant CYP2C9, luciferin-H conversion, luminescence; active compounds read high; factor 1 = untreated enzyme, 0 = blocked; activation factor at 5 µM; 96,000 compounds, 1.4% hits; AID 1024;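 active = activation factor of 2 or more for CYP2C9 at a 5 µM dose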;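 also: 0 = sulfaphenazole-blocked wells and 1 = vehicle-only wells; values of inactives mirror those of a sister screen read the other way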
# CYP2C9 inh: inhibitors of human CYP2C9 | CYP2C9 Supersomes, luciferin-H conversion, luminescence | 96,000 compounds, 20% hits | P11712 | inhibition, % at 5 µM;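 active = blocking of liver enzyme CYP2C9 beyond about 50% at 5 µM, limit read from the data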; also: values of inactives mirror those of a sister screen read the other way
# PLK1 kinase inh: blocks human PLK1 kinase activity. P53350. recombinant PLK1 kinase, TR-FRET peptide phosphorylation. inhibition, % at 10 µM. 97,000 compounds, 0.53% hits;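 active = inhibition of 50% or more in the single-concentration screen; inactive = inhibition below 50%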;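 also: 0% = DMSO max control and 100% = H-89 dihydrochloride min control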
# HIV Rev-RRE inh: disrupts HIV-1 Rev binding to RRE RNA. P05866. Rev peptide-RRE RNA binding, FRET. inhibition, % at 8 µM. 97,000 compounds, 0.79% hits;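 active = inhibition above the screen-wide mean plus 3 SD, cut at about 35% in these data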;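 also: 0% = median DMSO wells and 100% = median Neomycin B control wells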
#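 Test system: Cy5-tagged RRE RNA duplex with fluorescein-tagged Rev peptide | Read-out: % inhibition of FRET ratio versus controls | Probe or stimulus: Labelled Rev peptide | Incubation: 5 min RNA-compound premix plus 15 min binding step, 25 °C | Technique: FRET fluorescence readout | Benchmarks: DMSO low control, neomycin B high control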
# PLAP act: human PLAP activation; purified PLAP enzyme, luminescent substrate read-out; active compounds read high; activation fold at 20 µM; 96,000 compounds, 1.2% hits; AID 696; in the data active = activation fold above about 2
# * = called active by the depositor; . = no result given; [ ] = dose if it differs, or a comment.
SMILES,Plk1 PBD FP,CYP2C19 inh,EphB4 antag,CYP2C19 act,CYP2C9 activ,CYP2C9 inh,PLK1 kinase inh,HIV Rev-RRE inh,PLAP act
O=C(Nc1nnc(C2CCCO2)s1)c1cccs1 (stereo unspecified),-14,8,-4,0.9,0.6,40,-2,9,1.4
O=C(Nc1ccccc1)c1cccc(S(=O)(=O)NCc2ccco2)c1,-18,51*,-6,0.5,0.5,51*,-1,0,1.1
CCNC(=O)CC1C(=O)N(c2cccc(OC)c2)C(=O)N1CCOC (stereo unspecified),6,1,7,1,0.9,6,-10,11,1.1
CSc1nc2ccc3nc(NC(=O)c4cccs4)sc3c2s1,-2,20,5,0.8,0.7,33,-21,8,1.1
Cc1ccccc1C(=O)NNC(=O)C1CCCN(c2ncccn2)C1 (stereo unspecified),-9,-4,-1,1,1.1,-8,-5,8,1.5
CCCNC(=O)Cn1cccc1C(=O)c1ccccc1,-20,17,5,0.8,0.9,8,-8,8,1.1
CC1CN(c2cc3nccnc3cc2F)CC(C)O1 (stereo unspecified),-11,-2,8,1,1,1,-9,5,0.9
CCSc1nc2sc3c(c2c(=O)n1C1CCCCC1)CCN(C)C3,.,71*,.,0.3,0.6,43,.,.,1.5
CCC1CCCCN1c1cc(C)nc2cc(-c3cccc(C)c3)nn12 (stereo unspecified),-10,3,5,1,0.8,17,-12,14,1.3
N#Cc1ccc(-n2nccc2-c2cnc3n(c2=O)CCS3)cc1,6,92*,-1,0.1,0.8,24,-12,9,0.8
CCOc1c(OC(C)=O)ccc(/C=C/c2ccc3cccc(OC(C)=O)c3n2)c1[N+](=O)[O-],-9,21,11,0.8,1,5,-2,8,1.1
O=C(Nc1cccc2c1CCCC2)c1ccncc1,-9,.,-8,.,.,.,-1,-2,.

# As entered above.
# CCC1CCCCN1c1cc(C)nc2cc(-c3cccc(C)c3)nn12 (stereo unspecified) in HIV Rev-RRE inh is listed with 14
# O=C(Nc1ccccc1)c1cccc(S(=O)(=O)NCc2ccco2)c1 in Plk1 PBD FP is listed with -18
# CCCNC(=O)Cn1cccc1C(=O)c1ccccc1 in PLAP act is listed with 1.1
# N#Cc1ccc(-n2nccc2-c2cnc3n(c2=O)CCS3)cc1 in CYP2C9 activ is listed with 0.8

# (cont.)
SMILES,Plk1 PBD FP,CYP2C19 inh,EphB4 antag,CYP2C19 act,CYP2C9 activ,CYP2C9 inh,PLK1 kinase inh,HIV Rev-RRE inh,PLAP act
CCN1C(=O)C(CC(=O)N2CCN(C(c3ccccc3)c3ccccc3)CC2)N(CC)C1=O (stereo unspecified),1,10,1,0.9,0.9,6,-23,2,1.6
COc1ccc(OCC(=O)Nc2ccc3c(c2)nc(CCN2CCOCC2)n3C)cc1,28,-9,-6,1.1,1.1,-7,-9,-2,1.3
O=C(Nc1ccc(F)cc1)c1ccccc1F,-31,1,-10,1,1.2,-19,-9,5,1.2
Cc1noc(C)c1COc1cccc(C(=O)N2CCN(C/C=C/c3ccccc3)CC2)c1,2,90*,-4,0.1,0.1,88*,-8,4,1.5
N#CC(C(=O)c1ccco1)c1ccccn1 (stereo unspecified),12,-2,-2,1,0.7,28,-8,6,0.9
COc1ccc(OC)c(NC(=O)c2cc3sccc3n2C)c1,2,19,-2,0.8,1.1,-10,-12,11,1.1
CCCn1nnnc1NC(=O)CSc1ccc(Cl)cc1,2,82*,10,0.2,0.3,66*,-3,7,0.9
CNc1ccc(C(O)(C(F)(F)F)C(F)(F)F)cc1C(O)(C(F)(F)F)C(F)(F)F,7,75*,-3,0.3,0.5,53*,-16,10,1
CC1(C)C(c2ccccc2)=[N+]([O-])C2(CCCCC2=O)N1O (stereo unspecified),7,.,9,.,.,.,-4,4,.
Cn1c(Cl)c(C(=O)Nc2ccc(Cl)cc2)c2ccccc21,-4,20,2,0.8,1,-2,-1,-2,1
CC1(C)CC(=O)c2cn3c(nc2C1)nc1ccccc13,2,5,-3,1,1.1,-7,0,0,1.1
CCC(=O)Nc1nc(C)nc(C)c1C(C)=O,7,-1,3,1,0.9,10,-4,2,1.2
O=S(=O)(c1cccc(S(=O)(=O)N2CCC(n3nnc4ccccc43)CC2)c1)N1CCCCC1,-5,95*,-4,0.1,0.1,88*,-9,11,1.4
CCC1Oc2ccc(C)cc2N(CC(=O)NCCC2=CCCCC2)C1=O (stereo unspecified),.,99*,.,0,0.7,25,.,.,1.1
C=C(C)c1ccc(C(C)(C)NC(=O)N2CCN(C)CC2)cc1,1,19,-9,0.8,1,4,-18,0,1.4
Cc1cc(C)cc(Oc2ccccc2/C=N\O)c1,-33,25,-5,0.7,2.6*,-159,-17,5,1
COc1ccccc1NC(=O)CSc1nnnn1C,-10,3,-13,1,0.9,6,-1,1,0.9
Cc1nn(Cc2ccccc2)c2c1C(c1ccco1)C(C#N)=C(N)O2 (stereo unspecified),9,4,10,1,1,3,-15,8,1.1
O=C(CSc1nnc(Cc2ccccc2)o1)NCCN1C(=O)CSC1=O,13,5,-2,1,1,-4,3,2,1.4
COc1cc(OC)cc(C(=O)NCCCN2CCOCC2)c1,53*,.,-5,.,.,.,-9,4,.
CC(=O)c1c(C(C)=O)c(C)n(-c2ccc(N)c(C)c2)c1C,-21,25,-4,0.7,0.6,42,1,2,0.7
CCc1nn(-c2cc(Oc3cccc4ccccc34)nc(-c3ccccc3)n2)c(N)c1C#N,32,0,-9,1,0.8,20,-2,2,0.9
O=C(Cn1nc(-c2ccc(Cl)cc2)c2ccccc2c1=O)Nc1cccnc1,-11,2,-2,1,0.4,59*,-2,4,1.4
COc1ccc(Cl)cc1NC(=O)CCN1CCN(c2ccccc2C)CC1,1,0,2,1,1,0,7,11,1
COc1ccc(OC)c(C(=O)COC(=O)c2ccc(C)o2)c1,.,93*,.,0.1,1.9,-87,.,.,0.9
CCOc1ccc(N2C(=O)C3C4C=CC(CC4)C3C2=O)c([N+](=O)[O-])c1 (stereo unspecified),27,3,5,1,1.3,-27,-7,-2,0.9
CC(=O)Nc1ccc(NC(=O)c2sc3nc4c(c(-c5ccc(C)cc5)c3c2N)CCC4)cc1,-7,-7,-2,1.1,1,-5,-27,-1,1.1
CCC(C(=O)OC)n1cnc2c(nnn2-c2cccc(Cl)c2)c1=O (stereo unspecified),-4,23,4,0.8,0.7,28,-2,7,1.1
COC(=O)c1ccc(Nc2cc(C)nc3ncnn23)cc1,27,-16,-1,1.2,1,-2,5,7,2.2*
CCOC(=O)Nc1cccc(NC(=O)c2cc(OC)cc(OC)c2)c1,-20,.,-1,.,.,.,-12,5,.
CC(C)c1ccc(Nc2cnn(C34CC5CC(CC(CC(=O)O)(C5)C3)C4)c(=O)c2Cl)cc1,-9,-1,6,1,1.2,-18,-3,2,0.9
O=C1CC(c2ccco2)CC(O)=C1C=NCC1NCCc2ccccc21 (stereo unspecified),-10,.,7,.,.,.,-13,6,.
COc1ccc2cc(CN(Cc3cccs3)Cc3nnnn3Cc3ccccc3)c(=O)[nH]c2c1,-11,.,-10,.,.,.,-7,3,.
CCOc1ccc(-c2nc3n(c(=O)c2C#N)CCCS3)cc1,-1,12,5,0.9,0.6,36,-11,9,1
COc1ccc(N(CC(=O)NCc2ccco2)S(C)(=O)=O)cc1OC,40,83*,-3,0.2,0.5,50,1,0,1
CN(C(=O)CSc1nnc(-c2ccco2)o1)C1CCCCC1,-3,2,0,1,1.1,-9,-17,1,1.2

# 3 compounds already listed, sorted by their value in CYP2C9 activ, rising:
SMILES,Plk1 PBD FP,CYP2C19 inh,EphB4 antag,CYP2C19 act,CYP2C9 activ,CYP2C9 inh,PLK1 kinase inh,HIV Rev-RRE inh,PLAP act
COC(=O)c1ccc(Nc2cc(C)nc3ncnn23)cc1,27,-16,-1,1.2,1,-2,5,7,2.2*
CN(C(=O)CSc1nnc(-c2ccco2)o1)C1CCCCC1,-3,2,0,1,1.1,-9,-17,1,1.2
COc1ccc(OC)c(C(=O)COC(=O)c2ccc(C)o2)c1,.,93*,.,0.1,1.9,-87,.,.,0.9

# Other records.
SMILES,Plk1 PBD FP,CYP2C19 inh,EphB4 antag,CYP2C19 act,CYP2C9 activ,CYP2C9 inh,PLK1 kinase inh,HIV Rev-RRE inh,PLAP act
COC(=O)[C@H](CCSC)NC(=O)Nc1ccc(OC)c(Cl)c1,2,42,3,0.6,1.2,-17,-8,11,0.8
CCN1CCN(C(c2ccc(OC)cc2)C(O)C(=O)c2c[nH]c3ccccc23)CC1 (stereo unspecified),-8,14,2,0.9,1,-5,-4,2,1.2
Cc1ccc(NC(=O)C2CC(=O)NC(N3CCCCC3)=N2)cc1Cl (stereo unspecified),-21,-9,-1,1.1,1.1,-6,-16,-1,1.2
Cc1cc(SCC(=O)N/N=C/c2ccc(O)cc2O)c(C)cc1Br,10,-9,2,1.1,0.7,33,-1,9,1.3
O=C(CSc1nccn1-c1ncc(C(F)(F)F)cc1Cl)c1ccc(Br)cc1,13,93*,0,0.1,0.4,62*,-11,8,1.6
Cc1ccc(C(=O)N/N=C/c2ccc([N+](=O)[O-])s2)cc1,17,-15,3,1.1,1.2,-17,-36,-11,1
O=c1cccc(-c2ccc(Br)cc2)o1,.,-10,.,1.1,1.2,-20,.,.,0.8
CC1=C(C(=O)Nc2ccc(Cl)cc2)C(c2ccco2)NC(=O)N1 (stereo unspecified),-2,18,-4,0.8,1,0,0,1,1
CCOCCCNC(=O)C1CCN(S(=O)(=O)CC)CC1,-12,-3,-2,1,1,1,-12,5,1
O=C(c1ccco1)N1CCN(CC(O)COc2ccc3oc4ccccc4c3c2)CC1 (stereo unspecified),11,15,0,0.9,0.5,51*,-5,10,1.2
CC(C)C1N=C2c3ccccc3N=C(SCC(=O)NCCc3ccc(S(N)(=O)=O)cc3)N2C1=O (stereo unspecified),.,-19,.,1.2,1.1,-5,.,.,1
Cc1ccc(CNC(=O)C(C)OC(=O)c2ccco2)cc1 (stereo unspecified),.,72*,.,0.3,0.4,55*,.,.,0.9
O=C(NCCO)/C(=C/c1ccc(Br)cc1)NC(=O)c1cccs1,20,1,-1,1,1,-1,-4,-1,1.1
COCc1cc(=O)[nH]c(Nc2nc3ccccc3o2)n1,12,-1,-1,1,1,1,-7,10,1.7
CCOC(=O)C1=C(NC(=S)NC(=O)c2ccccc2)c2ccccc2CC1C(C)C (stereo unspecified),3,41,6,0.6,0.2,77*,-8,4,1.1
COC1(c2cc(-c3ccccc3)nc(N)n2)CCCCC1,25,53*,7,0.5,0.7,32,0,4,1
CC1(C)CC(=O)C(C=Nc2ccc3[nH]ncc3c2)=C(O)C1,7,100*,0,0,0.5,49,46,7,1.6
S=c1[nH]nc(Cc2c[nH]c3ccccc23)o1,3,-3,2,1,0.9,12,-10,1,1.1
C=CCn1c(=O)/c(=C\c2ccsc2)s/c1=C(/C#N)C(=O)NCCN1CCOCC1,-5,15,-9,0.8,0.7,28,7,14,1.5
O=C(c1cc2ccccc2oc1=O)N(Cc1cccs1)C1CCS(=O)(=O)C1 (stereo unspecified),12,0,-1,1,1,5,-14,6,1.1
CCOc1cc(/C=N/NC(=O)c2ccncc2)ccc1OC(=O)c1ccc([N+](=O)[O-])cc1,-16,-3,11,1,0.9,9,-8,14,1
COc1ccc(C(=O)Nc2ccc(OCC(F)(F)C(F)F)c(C(F)(F)F)c2)cc1OC,-5,7,8,0.9,0.5,46,1,21,1
CSc1nnc(C)c(/C=C/Nc2ccc(F)cc2)n1,-36,18,5,0.8,0.6,39,0,89*[fluorescence artefact?],1
CCOC(=O)c1ccc2ncc(C(=O)OCC)c(NCc3ccco3)c2c1,-24,45,0,0.6,0.4,56*,0,4,1.3
CCOC(=O)Cc1[nH]nc2c1C(c1cc(OC)ccc1OC)C(C#N)=C(N)O2 (stereo unspecified),7,19,-3,0.8,0.9,11,0,-6,1.6
CC1CCc2nc(NC(=O)CN3CCN(c4ccc(F)cc4)CC3)sc2C1 (stereo unspecified),-20,6,6,0.9,0.8,16,2,9,1.8

# An unsorted share of the library; any-hit rate near 29%.
